HEK293 NFkB inh: inhibitors of PMA/ionomycin-induced NF-kB reporter, primary screen, antigen receptor NF-kB inhibitor project, cell-based, HEK-293 luciferase reporter, luminescence. HEK-293 NF-kB luciferase reporter. inhibition, % at 3 µM. actives 0.21% (n = 62,000). AID 465, 2006;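 active means inhibition above the mean of all tested compounds plus 3 SD, cut at about 40% in these data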;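 further: 0% = stimulated DMSO wells and 100% = 10 µM reference inhibitor 5653914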
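Signal: luciferase luminescence; Material: HEK-293 cells with stable firefly luciferase reporter driven by four HIV NF-kB elements; Probe or stimulus: PMA with ionomycin; Replication: tested once; Times: 1 h compound pretreatment, then 16 h stimulation at 37 °C, 5% CO2; Benchmarks: DMSO and 10 µM reference inhibitor; Evaluation: per-plate % inhibition versus controls.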
Autofluor 339: intrinsic fluorescence of library compounds, ex339/em460 – biochemical, MLSMR library, data from DPM-DC assay, artefact control, profiling panel; fluorescence fold increase at 10 µM; actives 5.5% (n = 65,000); AID 709, 2007; compound autofluorescence, ex339/em460 nm, NADH buffer; stronger effect = higher value; 1 = no-compound wells, NADH background;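 active means at 10 µM, mean starting fluorescence two-fold or more over control wells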;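 further: signal is the first read of a kinetic run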
Abs 340nm: compound light absorbance at 340 nm, profiling panel, artefact control, biochemical, MLSMR library, data from PS, PMK, MK assays | fold change at 10 µM | 65,000 tested, under 10 active | compound absorbance at 340 nm, fold over control;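 active means at 10 µM dose, initial 340 nm absorbance at least 2 fold that of control wells; inactive means change under 2 fold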;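 further: initial absorbance extrapolated from kinetic A340 decline of NADH oxidation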
tolC growth inh: growth inhibitors of E. coli tolC mutant, primary screen, strain BW25113 ΔtolC::kan, 384-well; OD615; growth inhibition, % at 10 µM (by protocol); actives 2.2% (n = 65,000);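 active means growth inhibition at or above a cutoff equal to the mean over every tested compound plus 3 SD, cut at about 60% in these data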;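 further: growth measured after 20 h incubation at 37 °C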
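Signal: optical density read at 615 nm; Assay system: E. coli ΔtolC::kan strain BW25113; Times: 20 h incubation with compound, 37 °C; Dosing: 10 µM final, single dose.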
JNK3 inh: JNK3 kinase activity inhibitors, primary screen, biochemical, human, purified enzyme; Mitogen-activated protein kinase 10 (Homo sapiens), P53779; HTS; inhibition, % at 8 µM; actives 0.61% (n = 60,000); in the data active means inhibition above about 17%;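 further: 0% = DMSO and 100% = reference inhibitor; many of its hits are not listed in these tables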
Target sequence (P53779 whole entry, looked up): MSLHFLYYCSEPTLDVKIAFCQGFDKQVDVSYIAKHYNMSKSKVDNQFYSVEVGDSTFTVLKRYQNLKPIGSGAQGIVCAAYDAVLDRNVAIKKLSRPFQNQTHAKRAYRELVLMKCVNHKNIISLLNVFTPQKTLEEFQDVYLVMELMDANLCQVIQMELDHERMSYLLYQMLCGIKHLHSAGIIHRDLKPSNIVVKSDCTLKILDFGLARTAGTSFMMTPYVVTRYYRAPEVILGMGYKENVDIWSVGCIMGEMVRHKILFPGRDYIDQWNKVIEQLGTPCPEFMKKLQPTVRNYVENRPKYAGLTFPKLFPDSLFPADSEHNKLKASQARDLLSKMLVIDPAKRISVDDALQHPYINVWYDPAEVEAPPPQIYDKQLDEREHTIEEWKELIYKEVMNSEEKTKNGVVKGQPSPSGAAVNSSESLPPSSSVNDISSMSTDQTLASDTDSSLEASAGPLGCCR
ROCK2 inh: inhibitors of human ROCK2 kinase, primary screen, biochemical, high-throughput, luminescence; actives 0.35% (n = 60,000); Rho-associated protein kinase 2 (Homo sapiens), O75116; inhibition, % at 6 µM; purified ROCK2, Kinase-Glo ATP depletion luminescence;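 active means inhibition above the screen-wide mean inhibition plus 3 SD, cut at about 18% in these data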;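 further: plate controls were DMSO wells for no effect and Y-27632 control wells after no-enzyme background subtraction for full effect; many of its hits are not listed in these tables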
NADH coupling: inhibitors of PK/LDH coupling enzymes, profiling panel, artefact control, biochemical, MLSMR library | coupled PK/LDH NADH assays, four targets | IC50, µM (titrated, usually from 10 µM), for the others: at the highest dose inhibition | actives 0.02% (n = 65,000);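 active means single-dose screening hits from any of four coupled enzyme assays that gave an IC50 when retested across doses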;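 further: the DPM-DC format reads NADH fluorescence rather than 340 nm absorbance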
MMP-13 inhibitor: human MMP13 inhibitors, primary screen, biochemical, FRET peptide cleavage; Collagenase 3 (Homo sapiens), P45452; MMP-13 fTHP FRET cleavage, Mca fluorescence; inhibition, % at 4 µM; actives 0.07% (n = 65,000);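 active means inhibition above the mean of compound-free control plate wells plus 3 SD, cut at about 14% in these data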;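 further: 0% = DMSO wells and 100% = wells with reference MMP-13 inhibitor after basal subtraction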
PKA inh: inhibitors of human PKA kinase activity, primary screen, biochemical, ATP-depletion luminescence, Kemptide substrate; inhibition, % at 6 µM; actives 0.1% (n = 65,000); PKA Kemptide phosphorylation, Kinase-Glo ATP luminescence; AID 524, 2006;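 active means inhibition above the screen-wide mean inhibition plus 3 SD, cut at about 21% in these data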; further: many of its hits are not listed in these tables
Starred values were filed as active, the others as inactive; . = no result given; [ ] = remark or other dose. An excerpt, so the mix of outcomes need not match the whole.

SMILES	HEK293 NFkB inh	Autofluor 339	Abs 340nm	tolC growth inh	JNK3 inh	ROCK2 inh	NADH coupling	MMP-13 inhibitor	PKA inh
CCCc1cc(=O)[nH]c(SCC(=O)N2CCN(c3ccccc3)CC2)n1	19	1.1	1	0	-6	-8	5%	0	4
COc1ccc2nc3c(cc2c1)c(NC(=O)c1cccs1)nn3CC(C)C	27	3.7*	1	78*	-1	5	11%[fluoresces]	-62[fluorescence artefact?]	7
CCOC(=O)c1[nH]c(C)c(CN(CCc2ccc(OC)c(OC)c2)C(=O)CCCC(=O)O)c1C	5	1.1	1	-5	-4	-6	8%	-3	-6
Cc1ccc(CSc2nnc(-c3ccc(S(=O)(=O)N4CCCC4)cc3)o2)cc1	18	1.1	1.1	-29	-3	2	6%	2	0
Nn1cnnc1SCC(=O)Nc1ccc(C2CCCCC2)cc1	-8	1	0.98	-5	5	-7	7%	-10	9
Cc1ccc(SCc2c(C#N)c3ccccc3n2C)cc1	.	1.1	1	-5	-1	0	0%	2	-3
COc1ccccc1NC(=O)Nc1nnc(C(C)C)s1	.	1.1	1	10	16	1	5%	-2	2
Cc1ccc2cc(CCNC(=O)C(C)C)c(=O)[nH]c2c1C	-3	1.3	1	-6	5	7	3%	-5	7
N#CC1=C(N)SC(N)=C(C#N)C1Cc1ccccc1	4	1.1	1	20	-5	6	3%	-3	8
C=CCNc1nc(N2CCCC2)nc2ccccc12	25	2.7*	1.1	33	-4	3	19%	-2	5
CC1CCN(S(=O)(=O)c2cc(Cl)ccc2Br)CC1	12	1.1	1	44	-1	8	7%	3	9
c1ccc(-n2nnc3c(N4CCOCC4)ncnc32)cc1	-16	1.1	1	-2	-3	-9	8%	-8	-4
CCOC(=O)Nc1cc2c(cc1C(C)=O)OCO2	4	1.5	1.1	-11	0	5	9%	-1	4
COc1cc(NS(=O)(=O)c2cccc3nsnc23)c(C(=O)O)cc1OC	13	0.99	0.97	-5	-4	-2	4%	2	-5
CCc1sc(NC(=O)COC)nc1-c1ccccc1	3	1.1	1	26	1	-1	2%	0	6
CCOC(=O)C1CCN(C(=O)c2ccc(NC(=O)C3CCCO3)cc2)CC1 (stereo unspecified)	15	1.1	1.1	1	.	.	3%	4	2
O=C(NCc1cccs1)C1CCC(=O)N1C1CCCCC1 (stereo unspecified)	7	1.1	0.99	-10	-2	7	6%	-3	8
CCc1ccc(C(=O)N2CCN(c3ccc(F)cc3)CC2)s1	-2	1	1	35	2	3	4%	2	5
CCOC(=O)N1CCN(C(=O)COc2ccc(Br)cc2)CC1	3	1.1	1	4	9	4	5%	0	12
COc1ccc(CNc2oc(-c3ccccc3)nc2C#N)cc1	12	2	1	34	7	-1	1%[fluoresces]	-106[fluorescence artefact?]	5
COc1ccccc1-c1c(C)nn2c(N3CCC4(CC3)OCCO4)cc(C)nc12	0	1.1	0.98	22	2	3	4%	2	8
Oc1ccccc1CN1CCCN(Cc2ccccc2O)C1	5	1.1	1	-9	1	5	6%	5	8
CCOc1ccc(C2C(C(=O)c3ccc(C)o3)=C(O)C(=O)N2CCCN(CC)CC)cc1 (stereo unspecified)	.	1.1	1	8	6	6	5%	-2	7
CC(=O)Nc1c(C(=O)c2ccc(F)cc2)oc2ccccc12	25	1.2	1.1	-3	.	.	4%	2	6
COc1ccc(OCc2nnc3n2N=C(c2ccc(Br)cc2)CS3)cc1	11	1.1	1	3	10	2	4%	-1	-2
Cc1cc(C)c2c(n1)nn1c(N3CCN(c4cccc(Cl)c4)CC3)cc(C)nc21	6	2.2*	1	-26	3	6	9%	-19	4
Cc1cc(N2CCN(C(=O)c3ccco3)CC2)n2ncc(-c3ccccc3)c2n1	8	1.4	1.1	25	2	0	4%	-9	-2
COc1cc2c(cc1OC)CN(CC(=O)NC(=O)NCc1ccco1)CC2	5	1.3	1	-13	3	3	6%	-17	2
Cc1cccc(N(C(=O)c2cnc3n(c2=O)CCS3)C2CCCCC2)c1	2	1.1	1	-6	5	0	3%	-1	1
COc1ccc(C(CNC(=O)COc2ccccc2OC)N(C)C)cc1OC (stereo unspecified)	11	1	0.99	-9	4	6	8%	2	11
CCC1CCCCN1CCCn1c(=S)[nH]c2ccccc2c1=O (stereo unspecified)	0	1.1	1	-18	.	.	5%	2	4
CCOC(=O)Cc1csc(NC(=O)CSc2nnnn2-c2ccc(CC)cc2)n1	12	1.1	0.99	46	-4	-3	5%	-5	-2
Cc1noc(C)c1S(=O)(=O)Nc1ccc(C(=O)O)cc1	2	1.1	1	-15	3	0	8%	3	2
CN(CCc1ccccn1)S(=O)(=O)c1ccccc1F	19	1	1.1	-17	.	.	5%	4	-6
COCC(COCCCNC(=O)Nc1ccc(Br)cc1)OC (stereo unspecified)	9	1.1	1	-2	3	1	0%	-6	-1
COc1ccc(-c2nnn(Cc3nn[nH]n3)n2)cc1OC	8	1.1	1	-23	5	2	6%	-4	2
O=C(NCCN1CCOCC1)c1cccs1	9	1.1	1	-4	4	-3	1%	6	12
Cc1cc(=O)oc(C)c1C(=O)NCCN1CCOCC1	.	1.1	1.1	7	-8	-9	1%	-1	3
CC1CCCCN1S(=O)(=O)c1ccc(NC(=O)CSc2nnnn2C)cc1 (stereo unspecified)	11	0.99	0.99	-11	1	7	8%	5	10
COc1cccc(N(CC(=O)O)S(=O)(=O)c2ccccc2)c1	11	1.1	1	-6	-2	1	2%	3	-1
CCS(=O)(=O)N1CCCC(C(=O)NCCN2CCC(Cc3ccccc3)CC2)C1 (stereo unspecified)	6	1.1	0.99	-16	-3	0	10%	-2	1
Cc1cc(NC(=O)COc2nnc(-c3ccccc3)c3ccccc23)no1	12	1.1	0.98	21	0	6	8%	-6	11
Cn1c(=O)c2c(nc(NCc3ccc4c(c3)OCO4)n2Cc2ccccc2Cl)n(C)c1=O	.	1.1	1	8	4	2	4%	0	4
Cc1cc(C)cc(N(CC(=O)NCc2ccc3c(c2)OCO3)C(=O)CCC(=O)Nc2ccccn2)c1	23	1.1	1	9	1	-4	7%	1	8
Cc1ccc(-c2nnn(CC(=O)N3CCN(c4nc5ccccc5s4)CC3)n2)cc1	22	1.1	1	-2	-1	1	2%	1	5
CN(C)C(=O)Oc1ccc[n+](C)c1	.	1	0.98	7	-8	3	3%	-4	4
CN(C)c1ccc(-c2ccncc2)cc1	13	1.5	1.1	-14	-10	19*	10%	-10	8
Cc1n[nH]c(=S)n(/N=C/c2ccccn2)c1=O	8	1.1	1.1	-15	13	6	23%	0	9
Cc1cccc2c(=O)c(C(=O)N3CCCCCC3)c[nH]c12	10	0.99	0.95	-9	0	6	7%	2	11
COc1ccc(-n2nnc3c(SCC(=O)N4CCN(c5ccccc5)CC4)ncnc32)cc1	6	1.1	0.99	-4	-1	1	5%	5	4

Other results.
SMILES	HEK293 NFkB inh	Autofluor 339	Abs 340nm	tolC growth inh	JNK3 inh	ROCK2 inh	NADH coupling	MMP-13 inhibitor	PKA inh
COC(=O)CSc1nc(C2CC2)cc(C(F)(F)F)c1C#N	12	1.1	0.99	35	0	3	7%	-3	4
COc1cccc(C(c2sc3nc(C)nn3c2O)N2CCc3ccccc3C2)c1 (stereo unspecified)	9	1.1	1.1	14	5	8	0%	-9	2
CC(C)COc1ccc(C2NC(=O)NC2=O)cc1 (stereo unspecified)	13	1	0.97	-13	.	.	4%	11	10
CCCN1CCN(C(=O)Cn2ncc3ccccc32)CC1	6	1.1	1	-18	-11	5	1%	0	-4
COc1ccc(CC(=O)Nc2c3c(nn2-c2cccc(C)c2C)CS(=O)(=O)C3)cc1	20	1	1	-3	.	.	8%	-1	5
O=C(OCC(=O)N1CCN(C(=O)c2ccco2)CC1)c1cn(-c2ccccc2)nc1-c1ccccc1	14	1.1	0.98	10	2	3	6%	-1	2
CC1=Nc2ccccc2N=C(NC(=O)CSc2nnnn2-c2ccccc2)C1c1ccccc1 (stereo unspecified)	12	1	1	31	-3	0	9%	0	11
O=C(Cn1nc(-c2ccc(Cl)cc2)ccc1=O)NCCN1CCOCC1	10	1.1	1	-11	-2	4	5%	3	0
CCCc1cc(C(=O)NCc2ccc(OC)cc2)no1	7	1.1	1	-6	1	3	1%	2	7
OC1CCCN(c2c3c(nc4cc(-c5cccc(Cl)c5)nn24)CCC3)C1 (stereo unspecified)	12	1.4	1.1	13	.	.	7%	-4	-6

One compound at a time, as listed above. Order of screens: HEK293 NFkB inh, Autofluor 339, Abs 340nm, tolC growth inh, JNK3 inh, ROCK2 inh, NADH coupling, MMP-13 inhibitor, PKA inh
O=C(OCC(=O)N1CCN(C(=O)c2ccco2)CC1)c1cn(-c2ccccc2)nc1-c1ccccc1 is listed with 14, 1.1, 0.98, 10, 2, 3, 6%, -1, 2
CC(C)COc1ccc(C2NC(=O)NC2=O)cc1 (stereo unspecified) is listed with 13, 1, 0.97, -13, ., ., 4%, 11, 10

The list goes on:
SMILES	HEK293 NFkB inh	Autofluor 339	Abs 340nm	tolC growth inh	JNK3 inh	ROCK2 inh	NADH coupling	MMP-13 inhibitor	PKA inh
CCCC(=O)NCCCc1nc2ccccc2n1C	-6	1.1	1	13	0	0	1%	0	6
Cc1cc(C)n(C(=O)CCC(=O)NCc2ccccc2)n1	4	1.1	0.98	-14	2	3	1%	-6	-4
COc1ccc(-n2nnc3c(SCc4ccccc4)ncnc32)cc1	8	1.1	1	33	-3	-8	1%	-1	-6
Cc1ccc(/C(O)=C2\C(=O)C(=O)N(CC(C)O)C2c2ccc(N(C)C)cc2)cc1 (stereo unspecified)	-3	0.98	1.1	-5	-2	-2	4%	-2	0
O=c1n(-c2ccccc2)c(=O)n2n1CCC2	18	1.1	1	-13	3	7	2%	2	11
C=CCOc1cccc(C2/C(=C(/O)c3ccccc3)C(=O)C(=O)N2CCCN2CCOCC2)c1 (stereo unspecified)	15	1.1	1.1	-15	2	1	7%	-2	1
CC(C)c1cc(C(=O)NCc2cccnc2)no1	13	1.2	0.98	-8	4	3	3%	2	8
Cc1ccc(S(=O)(=O)c2nc(-c3ccccc3)oc2NCCN2CCOCC2)cc1	26	1.2	1.1	11	-15	-3	5%	5	2
Cc1ccccc1NC(=O)Cn1cccc1	10	1.1	0.98	-6	-1	5	5%	2	13
Cn1c(=O)[nH]c(=O)c2c1nc(CN1CCOCC1)n2CCCO	20	1.1	1	-12	-7	1	1%	-4	2
Cc1nn(Cc2ccc(F)cc2)c(C)c1NC(=O)c1cnn2cccnc12	2	1.1	1	-4	3	6	4%	2	12
O=C(Nc1ccon1)c1ccccc1Cl	14	1.1	1	-13	0	0	5%	0	-6
O=C(NCc1ccco1)c1ccc2c(=O)n(Cc3ccco3)c(SCC(=O)N3CCCC3)nc2c1	19	1.1	1	11	.	.	4%	-1	-3
CCn1cc(C(=O)Nn2cnnc2)c(=O)c2ccc(C)nc21	4	0.92	1.1	-11	4	20*	6%	6	7
Cc1ccc(C(=O)CCC2CCCC2=O)cc1 (stereo unspecified)	-7	1	0.98	14	-3	1	2%	2	4
COc1ccc(NS(=O)(=O)c2c(C)[nH]c(=O)[nH]c2=O)c(OC)c1	23	1.1	1	-17	1	5	2%	0	3

Bioassay records: PubChem BioAssay, several laboratories
